Bioassay records from PubChem.
ERAP1 HTS inh: inhibitors of human ERAP1 aminopeptidase; recombinant ERAP1, Leu-AMC fluorescence, 60 min; inhibition, % at 10.7 µM; hit rate 0.15% among 340,000;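 active means mean replicate inhibition of at least 30%, or all replicates individually reaching that 30% level; inactive means mean below 30% and not every replicate reaching it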;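 further: 0% = neutral control wells and 100% = L-leucinethiol positive control wells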
Target sequence (Q9NZ08 whole entry, looked up): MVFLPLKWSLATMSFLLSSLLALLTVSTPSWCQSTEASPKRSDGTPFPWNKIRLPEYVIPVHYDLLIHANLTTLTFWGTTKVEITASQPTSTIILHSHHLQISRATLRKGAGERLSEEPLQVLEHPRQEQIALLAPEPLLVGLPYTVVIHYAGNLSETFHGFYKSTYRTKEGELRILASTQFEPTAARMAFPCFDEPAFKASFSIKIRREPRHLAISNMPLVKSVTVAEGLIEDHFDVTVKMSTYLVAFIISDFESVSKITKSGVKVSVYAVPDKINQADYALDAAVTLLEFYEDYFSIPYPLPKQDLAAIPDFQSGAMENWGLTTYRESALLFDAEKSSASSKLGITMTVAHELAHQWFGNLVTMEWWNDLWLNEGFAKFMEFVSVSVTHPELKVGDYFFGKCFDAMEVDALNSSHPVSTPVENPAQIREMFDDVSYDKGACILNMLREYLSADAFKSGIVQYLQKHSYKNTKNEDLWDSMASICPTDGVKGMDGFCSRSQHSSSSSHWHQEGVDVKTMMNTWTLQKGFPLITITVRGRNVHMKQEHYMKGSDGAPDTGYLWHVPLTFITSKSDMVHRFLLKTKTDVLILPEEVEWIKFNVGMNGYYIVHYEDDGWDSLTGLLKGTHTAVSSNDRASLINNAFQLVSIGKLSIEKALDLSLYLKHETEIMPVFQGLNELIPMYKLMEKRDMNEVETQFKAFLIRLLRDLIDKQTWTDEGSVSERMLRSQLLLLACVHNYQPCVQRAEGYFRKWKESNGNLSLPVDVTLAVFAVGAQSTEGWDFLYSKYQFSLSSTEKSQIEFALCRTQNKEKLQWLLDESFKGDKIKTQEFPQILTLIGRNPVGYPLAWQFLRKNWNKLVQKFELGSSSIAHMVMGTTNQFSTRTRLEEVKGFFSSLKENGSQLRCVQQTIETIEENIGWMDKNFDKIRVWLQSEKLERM
PAX8 reporter: lowers PAX8-driven luciferase in RMG-I cells. RMG-I TPO-luciferase reporter, SteadyGlo, 24 h. inhibition, % at 12.6 µM. hit rate 1.2% among 360,000. AID 652154;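 active means mean replicate inhibition at least 60% with every replicate also reaching 60%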;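 further: luciferase light reporting Pax8 driven TPO promoter activity; plate controls were median of neutral control wells for no effect and mitoxantrone controls for full effect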
PglD inh: inhibitors of Campylobacter jejuni PglD acetyltransferase | purified PglD enzyme, DTNB colorimetric CoA detection | inhibition, % at 12.5 µM | hit rate 0.098% among 360,000 | AID 602405; in the data active means inhibition above about 16%, passing the limit was not always enough; further: strong numbers were not always called active
PGC1a acetyl inh: modulators of PGC1a acetylation | U2OS PGC1a acetylation, AlphaScreen anti-acetyl-lysine; with virally co-expressed GCN5 acetyltransferase | inhibition, % at 15.6 µM | hit rate 0.17% among 350,000;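 active means every replicate shows inhibition of at least 40%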;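 further: 0% = neutral control wells and 100% = positive control wells; some results beyond the cut were filed as inactive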
FN deposition inh: fibronectin deposition inhibition. hit rate 0.086% among 350,000. inhibition, % at 12.6 µM. AID 743247. AH1F fibroblasts, Alexa488-fibronectin deposition fluorescence, overnight;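 active means mean inhibition across replicates of 30% or more, regardless of how many single replicates reach that level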;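 further: positive control wells lacked labelled fibronectin entirely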
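Assay system: AH1F fibroblasts / Quantity: 10000 cells per well / Medium: DMEM plus 2% serum, read in PBS / Reagent: labelled fibronectin 24 nM / Dosing: single dose, pinned / Times: 1 h cell attachment, overnight exposure to compound and label / Signal: fluorescence, ex 485 nm, em 525 nm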
LGR2 inh: Drosophila LGR2 receptor signaling inhibition | HEK293 LGR2, CRE-luciferase, bursicon-stimulated, 4 h | inhibition, % at 9.99 µM | hit rate 0.35% among 380,000;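 active means drop in luminescence signal, shown as inhibition above about 50% in the replicate tests, limit read from the data, passing the limit was not always enough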;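 further: agonist challenge used bursicon conditioned medium at about half maximal strength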
S100A4 MyoIIA: blocks human S100A4 binding to myosin IIA peptide. hit rate 0.14% among 360,000. S100A4/TAMRA-MyoIIA peptide fluorescence polarization. P26447. inhibition, % at 10.7 µM;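 active means mean inhibition of at least 70% across replicates, with every replicate also reaching that level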
Target sequence (P26447 whole entry, looked up): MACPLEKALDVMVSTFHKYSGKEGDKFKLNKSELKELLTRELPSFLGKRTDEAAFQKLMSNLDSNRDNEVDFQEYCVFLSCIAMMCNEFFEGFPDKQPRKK
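Material: S100A4 monomer protein | Medium: HEPES pH 7.2 with CaCl2, KCl, NaCl, DTT, Triton | Reagent: Labelled myosin peptide probe, 5 nM | Doses: One dose per compound | Times: 5 min incubation before reading | Benchmarks: Neutral control DMSO, positive control TFP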
EWS-Fli block: blocks EWS/Fli oncoprotein-driven transcription | A673 NR0B1-luciferase reporter, viability-normalised | inhibition, % at 12.6 µM | hit rate 0.67% among 350,000;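 active means mean inhibition of at least 50% after viability correction, with every replicate also passing that limit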;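 further: firefly luciferase signal divided by Alamar Blue viability fluorescence both relative to DMSO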
Active calls of the source: *; · = not tested or not shown. Hits appear at their usual frequency; overall some 2.1% were active at least once.

SMILES	ERAP1 HTS inh	PAX8 reporter	PglD inh	PGC1a acetyl inh	FN deposition inh	LGR2 inh	S100A4 MyoIIA	EWS-Fli block
CCC(=O)Nc1cc(C(=O)OCC(=O)c2ccccc2Cl)ccc1C	·	-224.3	-0.3	26.8	0.9	·	·	·
CCOC(=O)Cn1cc(C(=O)C(=O)N2CCOCC2)c2ccccc21	1.3	0.0	-0.3	·	·	-3.0	2.5	5.7
COc1ccc(NC(=O)Nc2ccc3c(c2)C(=O)N([C@@H](C)CO)C[C@@H](C)[C@H](CN(C)C(=O)Nc2ccc(F)cc2)OCCCC[C@H](C)O3)cc1	-1.0	9.8	·	-5.9	-8.2	-4.8	4.0	·
COCC(=O)N1[C@H](CO)[C@@H](c2ccccc2)[C@@H]1CN(C)C(=O)c1cccnc1	-3.0	-18.8	0.7	-2.3	-0.3	12.5	0.9	2.7
COc1ccc2nc3ccccc3nc2c1N	2.2	-53.7	7.1	-5.2	4.9	-23.6	-15.4	-124.0
CN1CCN(C(=O)C[C@H]2CC[C@H]3[C@@H](COC[C@@H](O)CN3C(=O)c3ccccc3F)O2)CC1	·	-24.9	-1.8	6.5	0.4	7.2	·	-4.2
Cc1ccc2nc(-c3cccc(Br)c3)c(Cc3ccccc3)n2c1	0.1	-101.5	1.3	-6.4	-4.7	-78.1	-1.8	-86.5
C[C@@H]1CN([C@@H](C)CO)S(=O)(=O)c2ccc(C#CCN(C)C)cc2O[C@H]1CN(C)C	-0.6	·	-1.3	13.2	3.2	-2.8	3.4	-5.4
COC(=O)[C@@H](Cc1c[nH]c2ccccc12)NC(=O)c1cc(=O)[nH]c2ccccc12	·	1.2	-2.8	1.8	8.3	-11.6	-4.0	4.7
CCOC(=O)c1c(CSc2ccccc2)n(C)c2ccc(O)c(CN3CCN(C)CC3)c12	·	22.4	·	-16.1	4.4	2.4	-4.2	7.1
Cc1cccc(C)c1NC(=O)C(=O)c1cn(C)c2ccccc12	-1.6	-33.5	1.7	5.9	-3.2	32.7	2.6	-6.2
Cc1ccc(CNc2nc(Cl)c(C#N)s2)cc1	3.3	8.3	·	·	-3.9	-26.5	-1.3	-27.8
COc1ccc(NCC(O)COc2ccc(C(C)(C)C)cc2)cc1 (stereo unspecified)	-0.3	-5.9	·	-7.9	3.6	-16.6	10.3	15.2
CN(CC(=O)Nc1ccc(Cl)c(C(F)(F)F)c1)C(=O)CCN1C(=O)C2CCCCC2C1=O (stereo unspecified)	-1.2	7.0	2.0	·	-4.5	38.5	0.9	1.9
CCO/C=C1\SC(=S)N(c2ccc(Cl)cc2)C1=O	0.0	-22.2	-0.4	5.3	-0.7	·	-32.7	12.9
OCCNc1cnc2ccccc2n1	5.8	-35.5	1.9	-8.9	5.2	-5.5	16.6	-2.1
CN1C(=O)CSc2ccc(NC(=O)N3CCC(N4CCCCC4)CC3)cc21	1.7	·	-4.1	-2.2	·	-4.4	-10.7	16.0
CCC(=O)N1[C@@H](CO)[C@H](c2ccc(-c3ccccc3OC)cc2)C12CN(C(C)=O)C2	-1.4	·	·	4.1	·	-14.7	2.9	2.8
CN(C)C(=O)c1cccc(-c2ccc([C@H]3[C@H](CO)N4CCCCN(S(C)(=O)=O)C[C@@H]34)cc2)c1	-0.3	11.3	-4.7	-0.5	·	0.3	-2.3	-0.8
COc1cccc(/C=C/c2[nH]c(=O)[nH]c(=O)c2[N+](=O)[O-])c1O	0.2	-11.8	·	·	-2.0	5.4	-0.7	-17.3
C[C@@H]1CN([C@H](C)CO)C(=O)c2cc(NC(=O)c3ccncc3)ccc2O[C@H]1CN(C)Cc1ccc(C(=O)Nc2ccccc2N)cc1	-0.3	5.4	·	-2.2	-6.5	4.1	-2.9	·
CCC(CC)CN1CCC(CN2C(=S)NC[C@@H]2CC(C)C)CC1	·	-13.2	-1.0	9.0	-0.2	-27.9	-24.0	-1.5
COc1ccc(/C=N/NC(=O)COc2ccccc2-c2ccccc2)cc1	5.6	74.0*	0.3	-20.8	-4.6	-6.5	1.0	·
CCC1=C(CC2NCCc3ccccc32)CC2c3cc(OC)c(OC)cc3CCN2C1 (stereo unspecified)	-2.5	59.5	·	34.0	-2.5	70.5*	19.3	-0.8
Cc1noc(C)c1COC(=O)C1CCN(C(=O)c2ccc(Cl)cc2)CC1	-1.7	18.4	·	·	4.2	3.3	1.7	12.3
CC(OC(=O)Cc1c[nH]c2ccccc12)C(=O)Nc1ccccc1F (stereo unspecified)	0.2	-2.8	10.9	3.1	-9.4	16.9	-4.2	7.2
O=C(Nc1oc2ccccc2c(=O)c1-c1ccc(Br)cc1)c1ccco1	-1.8	-3.2	5.6	6.1	-1.5	-6.2	-18.7	-1.1
CC1=C(C(=O)N(C)C)CC(CC(=O)NCc2cccc3ccccc23)C(=O)N1CCC1=CCCCC1 (stereo unspecified)	-3.9	7.1	-1.8	-14.7	-1.3	8.7	15.0	-6.5
C[C@@H]1CN([C@H](C)CO)C(=O)c2cccc(NS(=O)(=O)c3ccc(F)cc3)c2O[C@H]1CN(C)C(=O)Nc1ccc(C(F)(F)F)cc1	0.4	·	-0.8	8.7	·	8.2	0.9	-11.0
O=C(Cc1csc(NC(=O)Nc2cccc(Cl)c2)n1)NCc1ccccn1	-12.3	-105.6	3.2	-3.5	1.2	-0.6	-3.3	-49.4

Record cards, from the list above:
C[C@@H]1CN([C@H](C)CO)C(=O)c2cccc(NS(=O)(=O)c3ccc(F)cc3)c2O[C@H]1CN(C)C(=O)Nc1ccc(C(F)(F)F)cc1 is entered as ERAP1 HTS inh: 0.4; PAX8 reporter: ·; PglD inh: -0.8; PGC1a acetyl inh: 8.7; FN deposition inh: ·; LGR2 inh: 8.2; S100A4 MyoIIA: 0.9; EWS-Fli block: -11.0
CN1C(=O)CSc2ccc(NC(=O)N3CCC(N4CCCCC4)CC3)cc21 is entered as ERAP1 HTS inh: 1.7; PAX8 reporter: ·; PglD inh: -4.1; PGC1a acetyl inh: -2.2; FN deposition inh: ·; LGR2 inh: -4.4; S100A4 MyoIIA: -10.7; EWS-Fli block: 16.0
OCCNc1cnc2ccccc2n1 is entered as ERAP1 HTS inh: 5.8; PAX8 reporter: -35.5; PglD inh: 1.9; PGC1a acetyl inh: -8.9; FN deposition inh: 5.2; LGR2 inh: -5.5; S100A4 MyoIIA: 16.6; EWS-Fli block: -2.1

Taken from the listing (2 entries):
SMILES	ERAP1 HTS inh	PAX8 reporter	PglD inh	PGC1a acetyl inh	FN deposition inh	LGR2 inh	S100A4 MyoIIA	EWS-Fli block
CN(C)C(=O)c1cccc(-c2ccc([C@H]3[C@H](CO)N4CCCCN(S(C)(=O)=O)C[C@@H]34)cc2)c1	-0.3	11.3	-4.7	-0.5	·	0.3	-2.3	-0.8
COc1cccc(/C=C/c2[nH]c(=O)[nH]c(=O)c2[N+](=O)[O-])c1O	0.2	-11.8	·	·	-2.0	5.4	-0.7	-17.3

(more compounds)
SMILES	ERAP1 HTS inh	PAX8 reporter	PglD inh	PGC1a acetyl inh	FN deposition inh	LGR2 inh	S100A4 MyoIIA	EWS-Fli block
O=C(NCCc1ccc(F)cc1)C1CCN(C(=O)Nc2ccccc2)CC1	2.9	2.2	-1.6	10.8	6.6	1.6	-0.9	2.5
COc1ccc(NS(=O)(=O)c2cc(N)ccc2N2CCCC2)cc1	-1.8	-8.2	4.9	13.6	2.1	-2.4	3.8	-5.3
CCOc1ccc(N(CC(=O)NC2CC3CCC2C3)S(=O)(=O)c2ccccc2)cc1 (stereo unspecified)	-3.8	11.8	-4.2	·	-9.5	15.4	2.0	8.9
CCOc1ccc(/C(O)=C2/C(=O)C(=O)N(CCN(CC)CC)C2c2ccco2)cc1 (stereo unspecified)	·	-50.7	-9.1	1.7	-9.5	-13.6	·	·
COc1cccc(CNC(=O)C[C@@H]2CC[C@@H]3[C@H](COc4ccc(NC(C)=O)cc4C(=O)N3C)O2)c1	·	14.4	-2.3	9.5	-4.2	18.5	·	0.3
O=[N+]([O-])c1ccc(-c2c[nH]c(=S)[nH]2)cc1	5.3	4.6	3.6	2.7	-4.4	-1.0	-4.1	-15.4
Cc1ccccc1-c1nnn(C/C(N)=N/O)n1	-2.0	0.7	·	2.2	1.5	10.0	0.3	9.8
COc1ccc(C2c3ccc4ccccc4c3Oc3ncn(Cc4ccco4)c(=N)c32)cc1OC (stereo unspecified)	·	11.7	-2.0	7.4	7.1	11.9	·	·
Cn1c(SCC(=O)NC2CC2)nnc1-c1ccco1	·	2.8	1.5	-24.8	-1.3	·	·	·
O=C(CCS(=O)(=O)c1cccc2nsnc12)N1CCN(C(=O)c2ccco2)CC1	·	-4.4	1.2	7.2	-6.5	·	·	·
CCOC1CC(C)(C)NC(=S)N1 (stereo unspecified)	·	-20.1	-3.8	-7.1	4.6	4.6	·	·
Cc1ccc(N(C(=O)c2csnn2)C(C(=O)NC2CCCCC2)c2cccnc2)cc1 (stereo unspecified)	-4.1	9.3	1.1	·	4.3	-2.9	2.2	-1.1
Cc1noc(C)c1NC(=O)Nc1ccc2c(c1)CC(=O)N([C@@H](C)CO)C[C@@H](C)[C@@H](CN(C)C)O2	-2.3	-18.0	-0.2	-0.9	·	15.7	5.6	4.1
O=C(C[C@H]1C=C[C@H](NC(=O)CCN2CCCCC2)[C@@H](CO)O1)Nc1ccccc1	-0.3	-10.9	·	3.4	·	22.1	-3.4	8.6
COc1ccccc1NC(=O)Nc1ccc2c(c1)OC[C@H](C)NC[C@H](C)[C@@H](OC)CN(C)C2=O	-0.4	4.0	·	-13.3	-6.3	-3.4	4.5	·
O=c1c(Cc2c(F)cccc2Cl)c(O)ccn1CC1CCCO1 (stereo unspecified)	-2.6	-13.2	·	10.2	16.0	-19.8	1.0	-1.9
N#CC(C#N)=C1C=CC=CN1/C(=C\c1ccccc1)C(=O)c1cccs1	-1.4	8.7	·	·	-7.2	-9.9	0.4	-1.6
CCN(CC(=O)Nc1ccc(NC(C)=O)cc1)CC(=O)Nc1ccc(F)c(Cl)c1	-7.0	11.7	-2.2	·	·	11.5	-2.4	0.2
COC(=O)c1c(-c2ccsc2)oc2ccc(-c3cc(OC)c(OC)c(OC)c3)cc12	-0.2	5.4	-1.3	-7.5	-12.4	1.8	-7.0	7.3
CCN(CC)Cc1c(O)ccc2c(=O)c(-c3ccc(Cl)cc3)coc12	-4.6	17.1	-7.0	-2.5	2.2	-25.4	-2.6	-9.6
C[C@H](CO)N1C[C@H](C)[C@H](CN(C)Cc2ccc3c(c2)OCO3)Oc2c(NS(=O)(=O)c3cn(C)cn3)cccc2C1=O	0.1	-13.8	4.7	3.9	-0.2	2.7	-17.0	-4.7
O=C(c1ccccc1)N1Cc2ccccc2[C@H]2OC(c3ccc(OCCCO)cc3)=N[C@@]2(CCS(=O)(=O)c2ccccc2)C1=O	0.3	4.1	1.3	8.2	·	·	24.8	-9.9
Cc1noc(C)c1NC(=O)Nc1ccc2c(c1)CC(=O)N([C@@H](C)CO)C[C@H](C)[C@H](CN(C)Cc1ccc(-c3ccccc3)cc1)O2	0.4	·	·	3.7	·	-1.8	-6.4	14.0
Cc1ccc(/C=C2\SC(=S)N(CCC(=O)NNC(=O)c3ccccc3O)C2=O)cc1	3.9	-3.6	-2.3	4.5	-2.9	25.6	5.7	51.3*
CCN1CCN(c2c(C(=O)c3ccc(OC)cc3)cnc3ccccc23)CC1	-1.8	2.9	-1.5	·	3.6	6.9	-3.4	0.9
Cc1cccc(C(=O)OCC(=O)N2CCCC2=O)c1O	1.1	-15.7	2.1	0.1	4.0	1.7	3.3	-3.2
